Sm TGR inh: inhibitors of Schistosoma mansoni thioredoxin glutathione reductase; 3% of 360,000 active; purified TGR, DTNB reduction, TNB absorbance 405 nm; AID 485364; Potency, µM (highest dose often 114 µM), inactives show at the highest dose activity change, negative = inhibition, hits mostly inhibitors; also: potency is read from the fitted curve at half-maximal effect; nearly all actives have a fitted effect of over 60% in size
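First, TGR (20 nM dispensed) and NADPH were mixed with compound. Second, a 15 min room-temperature incubation followed. Third, further NADPH and then DTNB were added to start the reaction. Finally, TNB absorbance was monitored kinetically.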
HCMV inh: inhibitors of human cytomegalovirus | HFF cells, HCMV-luciferase reporter, 72 h; active compounds read low | activity change, negative = inhibition, % at 57.5 µM | 4.5% of 410,000 active; in the data active = activity change below about -60%; inconclusive = no clear call, values can overlap the other calls; inactive = above about -39%
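Two compound doses tested in HFFs infected with HCMV-luciferase, MOI 1 PFU/cell, 72 h at 37C. Lysate luminescence read with OneGlo; data normalized against buffer-only and 10uM Salinomycin inhibitor controls.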
AmpC inh detg: blocks E. coli AmpC beta-lactamase in detergent assay; AID 485294; Potency, µM (top dose mostly 114 µM), for the others: at the top dose activity change, negative = inhibition, usual class: inhibitors; 0.041% of 370,000 active; AmpC hydrolysis of nitrocefin, absorbance 480 nm, 0.01% Triton;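 also: potency is read from the fitted curve at half-maximal effect; 0% = no-compound wells and -100% = no-enzyme wells; nearly all actives have a fitted effect of over 25% in size; some results filed as inactive show a strong effect at the top dose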
Target sequence (P00811 whole entry, looked up): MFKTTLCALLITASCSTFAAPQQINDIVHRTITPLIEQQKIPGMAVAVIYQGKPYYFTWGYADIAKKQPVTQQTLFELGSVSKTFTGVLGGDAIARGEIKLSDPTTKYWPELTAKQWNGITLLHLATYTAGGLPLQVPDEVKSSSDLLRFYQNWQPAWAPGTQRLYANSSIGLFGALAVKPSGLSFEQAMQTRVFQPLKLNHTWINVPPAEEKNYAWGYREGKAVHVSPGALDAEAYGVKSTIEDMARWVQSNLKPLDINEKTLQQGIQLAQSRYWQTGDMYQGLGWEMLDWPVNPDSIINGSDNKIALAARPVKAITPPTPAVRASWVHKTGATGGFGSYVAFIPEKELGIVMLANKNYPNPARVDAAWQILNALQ
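20 mM phosphate pH 7.0 + 0.01% (detergent screen) or 0.0001% Triton X-100; 5.3 nM AmpC reagent; cpd preinc 15 min RT; nitrocefin (800 uM stock) to start; A480 q20 s × 4 min; Activity was normalised to no-enzyme and no-compound control wells.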
HCV inh: inhibitors of hepatitis C virus infection; Huh7.5.1 HCVcc-Cre infection, luciferase reporter, 44 h; 3.4% of 340,000 active; Potency, µM (titrated, usually from 41.8 µM), without a hit: at the top dose activity change, negative = inhibition, actives largely listed as inhibitors; also: potency is read from the fitted curve at half-maximal effect
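Cells seeded at 1,000/well and cultured 4 h, then compounds added followed by HCVcc-Cre virus (~0.5 moi). After 44 h further culture, luciferase substrate was added, plates held 15 min at room temperature, and luminescence read for 15 sec.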
AmpC inh no detg: inhibitors of E. coli AmpC beta-lactamase without detergent | AmpC nitrocefin hydrolysis, absorbance 480 nm, 0.0001% Triton | Potency, µM (titrated, usually from 57.1 µM), inactives show at the top dose activity change, negative = inhibition, most hits filed as inhibitors | 0.52% of 330,000 active | AID 485341;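 also: potency is read from the fitted curve at half-maximal effect; plate controls were no compound for no effect and no enzyme for full effect; nearly all actives have a fitted effect of over 20% in size; some results filed as inactive show a strong effect at the top dose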
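20 mM phosphate pH 7.0 + 0.01% (detergent screen) or 0.0001% Triton X-100; 5.3 nM AmpC reagent; cpd preinc 15 min RT; nitrocefin (800 uM stock) to start; A480 q20 s × 4 min; Activity was normalised to no-enzyme and no-compound control wells.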
Giardia FBPA inh: inhibitors of Giardia lamblia fructose-1,6-bisphosphate aldolase; 0.71% of 290,000 active; purified Giardia FBPA; Potency, µM (titrated, usually from 59.6 µM), without a hit: at the highest dose activity, negative = inhibition, usual class: inhibitors; also: potency is read from the fitted curve at half-maximal effect; nearly all actives have a fitted effect of over 55% in size
Target sequence (A8B2U2 whole entry, looked up): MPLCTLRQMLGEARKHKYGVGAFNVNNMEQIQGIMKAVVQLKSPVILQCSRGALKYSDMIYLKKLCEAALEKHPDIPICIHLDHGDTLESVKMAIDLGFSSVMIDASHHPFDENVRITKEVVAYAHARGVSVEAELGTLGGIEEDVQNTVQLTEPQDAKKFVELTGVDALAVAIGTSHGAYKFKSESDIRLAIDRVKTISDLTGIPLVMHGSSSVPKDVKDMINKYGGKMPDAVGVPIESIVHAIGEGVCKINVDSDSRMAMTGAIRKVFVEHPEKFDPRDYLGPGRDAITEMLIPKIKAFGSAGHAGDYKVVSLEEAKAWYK
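Giardia FBPA (40 nM reagent) was preincubated 10 min at RT with compound (up to 57.5 uM final), then substrate plus GAPDH/TPI/NAD/arsenate coupling system with diaphorase/resazurin was added; resorufin fluorescence (525/598 nm) was read after 20 min.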
An asterisk follows results filed as active; u = inconclusive; x = no result given; [ ] = another dose, or the depositor's remark. Unless noted, calls follow the shape of the dose curve; as a rule, active = well fitted curve in the direction sought with a large enough effect; inconclusive = small, poorly fitted or top-dose-only effect, or another doubt; inactive = no such curve, though single readings can be large; an effect the other way counts as inactive or inconclusive. Unless noted, % is scaled to controls: 0 for no effect and ±100 for the full control effect. Outcome played no part in choosing rows; 9.9% or so of the library scored in one or more.

SMILES	Sm TGR inh	HCMV inh	AmpC inh detg	HCV inh	AmpC inh no detg	Giardia FBPA inh
COc1ccc(CN(CCC#N)CCC2(c3ccccc3)CC(C)N(C)CC2C)cc1OC (configuration not stated)	u	-18	-5%	-14%	40%	-15%
COCCn1cnnc1SCC(=O)Nc1cccc(S(=O)(=O)N2CCCCCC2)c1	3%	-19	-4%	u	1%	0%
CC1CCC2(CC1)NC(=O)N(NC(=O)CSc1nnc(NC3CC3)s1)C2=O (configuration not stated)	-13%	20	-11%	15%	-22%	x
O=C(/C=C/c1ccco1)c1cccnc1	13µM*	-20	-10%	-5%	-15%	2%
S=C1SCN(Cc2ccccc2)CN1Cc1ccccc1	-11%	-25	5%	-2%	-43%	5%
Cc1nc2nc(C)c(CCC(=O)NCc3cccc(Cl)c3)c(C)n2n1	-2%	-2	-5%	x	x	x
N#Cc1c(SCC(=O)N2CCCCC2)nsc1SCC(=O)N1CCCCC1	-3%	-38	-13%	2%	-10%	3%
COc1ccccc1S(=O)(=O)Nc1cc(C)nn1-c1ccc(C)cc1	-11%	41	4%	11%	-2%	x
O=C(NCC(c1ccco1)N1CCOCC1)c1ccc(Cl)cc1 (configuration not stated)	1%	-7	-9%	11%	-4%	x
O=C(NNC(=O)C1CC1)c1cc2cc3ccccc3nc2s1	x	-20	4%	4%	-13%	3%
COCc1cc(C)nc(N/N=C/c2ccc(-c3ccc(Cl)cc3[N+](=O)[O-])o2)c1C#N	8.9µM*	-6	3%	-6%	-27%	u
Cc1ccc(NC(=O)c2ccc(COc3ccc4c(c3)CCC4)cc2)c(C)c1	-6%	-6	-4%	20%	-7%	2%
COc1ccc2[nH]c(C(=O)NCCN3CCOCC3)cc2c1	4%	8	0%	3%	-12%	-5%
CCOc1ccc(S(=O)(=O)N2CCN(c3ccccc3)CC2)cc1C(N)=O	17%	0	1%	x	x	x
CC(C)c1ccccc1NC(=O)COC(=O)c1cc(=O)[nH]c(=O)[nH]1	x	0	-2%	2%	0%	-4%
Cn1c(C(=O)N[C@@H](C(=O)O)c2ccccc2)cc2cc(Cl)ccc21	-19%	60	-15%	21%	-30%	13%
Cc1nc(-c2ccc(F)cc2)sc1CCNC(=O)C(=O)Nc1ccc2c(c1)OCO2	1%	10	-1%	x	x	x
O=C(O)CN1C(=O)c2cccc(Oc3ccc(Cl)cc3)c2C1=O	-7%	-24	u	17%	-3%	19%
CC(=O)N1N=C(c2ccccc2)CC1c1cn(Cc2ccccc2)c2ccccc12 (configuration not stated)	-1%	-87*	-8%	25µM*	-30%	-2%
O=C(O)c1ccc(/C=C2\CCCc3c2nc2ccccc2c3C(=O)O)cc1	-2%	40	-7%	13%	-11%	-14%
Cc1cccc(NC(=O)/C(=C\c2ccc([N+](=O)[O-])o2)NC(=O)c2ccc(Cl)cc2)c1	-29%	-11	0%	u	u	-16%
CSc1ccccc1C(=O)NCc1ccc(F)cc1	19%	0	-2%	23%	-43%	1%
O=C(NCCc1ccccc1)C(c1ccccc1F)N(C(=O)c1csnn1)C1CC1 (configuration not stated)	-4%	-13	-10%	-7%	-2%	2%
N#Cc1nc(-c2ccco2)oc1NCc1ccc(F)cc1	45%[activator]	-24	u	14%	-27%	4%
CN(CC(=O)N1CCN(c2ncccn2)CC1)S(=O)(=O)c1ccc(Cl)cc1	-17%	u	2%	-2%	72%[activator]	2%
CCOP(=O)(OCC)C(NC(=O)Nc1ccc(Cl)c(Cl)c1)c1ccccc1 (configuration not stated)	3%	23	u	-7%	3%	0%
CCOc1ccc(CCNC(=O)C2CCCN(c3nn4c(=O)cc(C)nc4s3)C2)cc1OCC (configuration not stated)	12%	-14	u	u	46%	0%
CCN(CC(=O)NC(C)(C)C)C(=O)CCl	50µM*	u	-10%	u	-12%	0%
CN(C)C(CNC(=O)c1ccc2nc[nH]c2c1)c1ccccc1 (configuration not stated)	-12%	58	u	10%	-5%[11.4 µM]	1%
COc1ccccc1NC(=O)CSc1n[nH]c(-c2cccnc2)n1	1%	u	1%	13%	-18%	u
CC(C)[C@H](N)C(=O)NC[C@H](CC(=O)NC[C@H]1CC[C@H](C(=O)O)CC1)c1ccc(Cl)cc1	-1%	19	-3%	12%	-8%	-5%
CCOC(=O)CC1(NC(=O)C2CCC(=O)N(Cc3ccccc3F)C2)CCCCC1 (configuration not stated)	-2%	-23	u	-2%	70%[activator]	10%
CC(SCc1ccccc1)C(=O)Nc1ccccc1 (configuration not stated)	-8%	-20	-1%	5%	-10%	-1%
Cc1ccccc1Nc1nn2c(=O)c3ccc(C(=O)NCC(C)c4ccccc4)cc3nc2s1 (configuration not stated)	3%	-26	15%	x	x	x
Cn1c(SCc2ccccc2)nnc1C1CCCNC1 (configuration not stated)	45µM*	-39	u	u	-5%	-7%
CCS(=O)(=O)c1ccc(O)c(NC(=O)Nc2ccccc2OC)c1	-2%	45	3%	-8%	-33%	11%
CC(C)(C)NC(=O)CCSc1nnc(-c2ccco2)o1	10%	-11	4%	23%	-17%	-6%
CCn1nnc(NC(=O)c2ccc([N+](=O)[O-])o2)n1	u	-17	-2%	-11%	-9%	-22%
COc1ccc(NC(=O)CSc2nc(-c3ccc(OC)c(OC)c3)[nH]c2-c2ccc(C)cc2)cc1	7%	-7	6%	x	x	x
CCSc1nnc2ccc(-c3ccc(C)cc3)nn12	0%	11	8%	-6%	108%[activator]	-7%
Cc1ccc(CNC(=O)C2CCN(c3nnc(N4CCCC4=O)s3)CC2)cc1	10%	14	-13%	15%	-2%	-6%
Cc1ccc(NC(=O)C(=O)NCc2ccncc2)cc1	-1%	51	-7%	-7%	25%	5%
Nn1c(SCc2cn3cc(Cl)ccc3n2)nnc1-c1ccncc1	4%	28	5%	9%	-18%	-25%
C/C(=N\NC(=O)c1nc2ccccn2c1C)c1ccc2c(c1)OCO2	3%	23	-2%	-6%	-27%	-3%
CCN1CCCn2c1nc1c2c(=O)n(C)c(=O)n1C	3%	-10	-9%	3%	5%	1%

The final three entries of the section before open the next one.
SMILES	Sm TGR inh	HCMV inh	AmpC inh detg	HCV inh	AmpC inh no detg	Giardia FBPA inh
Nn1c(SCc2cn3cc(Cl)ccc3n2)nnc1-c1ccncc1	4%	28	5%	9%	-18%	-25%
C/C(=N\NC(=O)c1nc2ccccn2c1C)c1ccc2c(c1)OCO2	3%	23	-2%	-6%	-27%	-3%
CCN1CCCn2c1nc1c2c(=O)n(C)c(=O)n1C	3%	-10	-9%	3%	5%	1%
COc1ccc(NC(=O)C(=O)NCCc2ccc(OC)c(OC)c2)c(OC)c1	2%	2	3%	x	x	x
CCCCN1C(=O)C2NN=C(C(=O)OCC)C2C1=O (configuration not stated)	-9%	16	-15%	15%	2%	2%
CCCC(=O)Nc1c(-c2cccs2)c(=O)c2ccccc2n1CC	10%	x	-7%	x	-8%	x
CCN(Cc1ccc(OC)c(COC)c1)CC1CCCN(CCc2cccc(F)c2)C1 (configuration not stated)	5%	-31	-12%	13µM*	91%[activator]	7%
Cc1ccc(C)c(NC(=O)COC(=O)CSc2ccccc2)c1	-16%	u	-3%	-9%	-14%	x
Cc1ccc(-c2cn(-c3ccc(Cl)cc3)c(S(=O)(=O)CC(=O)Nc3ccccc3)n2)cc1	5%	66	6%	x	x	x
CC(=O)Nc1c(Cl)n(C(C)=O)c2ccccc12	-3%	0	-1%	-2%	-24%	3%
COc1cccc(CC(=O)n2nc(N)c3cc4ccc(OC)cc4nc32)c1	-23%	55	-14%	-12%	-14%	-1%
S=C(Nc1ccc(Cl)cc1Cl)N1CCCC1	-12%	2	3%	10%	-17%	x
CCCn1c(SCC(=O)Nc2cccc(NC(C)=O)c2)nnc1C(C)C	6%	-4	-12%	13%	0%	-15%
CCn1cc(CNC(=O)c2cccc([N+](=O)[O-])c2)c(C)n1	-5%	-7	-10%	3%	-12%	0%
Cc1cc(C)cc(NC(=O)CSc2nnc(CNC(=O)c3ccco3)o2)c1	-21%	-21	-11%	13%	-22%	x
COC(=O)c1cccc(NC(=O)c2cnoc2C)c1	-9%	-18	-3%	19%	-15%	-1%
Cc1cc(Br)ccc1S(=O)(=O)NCc1ccccc1	4%	-17	-6%	-4%	-38%	6%
Cc1ccc(NC(=O)CSCC(=O)Nc2cc(C(F)(F)F)ccc2N2CCOCC2)cc1	-2%	x	-12%	-12%[8.37 µM]	u	x

Complete entries from above. Screens in order: Sm TGR inh | HCMV inh | AmpC inh detg | HCV inh | AmpC inh no detg | Giardia FBPA inh
CCSc1nnc2ccc(-c3ccc(C)cc3)nn12 is listed with 0% | 11 | 8% | -6% | 108%[activator] | -7%
COCCn1cnnc1SCC(=O)Nc1cccc(S(=O)(=O)N2CCCCCC2)c1 is listed with 3% | -19 | -4% | u | 1% | 0%
CC(=O)Nc1c(Cl)n(C(C)=O)c2ccccc12 is listed with -3% | 0 | -1% | -2% | -24% | 3%
CC(SCc1ccccc1)C(=O)Nc1ccccc1 (configuration not stated) is listed with -8% | -20 | -1% | 5% | -10% | -1%

Random excerpt: two entries already listed.
SMILES	Sm TGR inh	HCMV inh	AmpC inh detg	HCV inh	AmpC inh no detg	Giardia FBPA inh
COC(=O)c1cccc(NC(=O)c2cnoc2C)c1	-9%	-18	-3%	19%	-15%	-1%
COc1cccc(CC(=O)n2nc(N)c3cc4ccc(OC)cc4nc32)c1	-23%	55	-14%	-12%	-14%	-1%

(more compounds)
SMILES	Sm TGR inh	HCMV inh	AmpC inh detg	HCV inh	AmpC inh no detg	Giardia FBPA inh
O=C(Nc1ccc(F)cc1)N1CCN(c2ccc(F)cc2)CC1	6%	-8	13%	10%	0%	1%
COc1ccc(OC)c(-c2csc(NC(=O)Cc3ccccc3)n2)c1	7%	23	7%	u	-10%	x
CS(=O)(=O)N(CC(=O)NCc1ccncc1)c1cc(Cl)ccc1Cl	10%	1	-2%	-7%	-17%	0%
COc1ccc(NC(=O)CC(c2ccco2)C(C)C)cc1 (configuration not stated)	14%	35	2%	10%	-23%	-6%
Cc1ccc(NC(=O)c2ccc(COc3ccccc3Cl)o2)cc1	-35%	4	-8%	x	x	x
O=C(COC(=O)c1ccc(Cl)cc1O)Nc1cccnc1Cl	0%	69	0%	19%	-8%	1%
